# Screens as filed in PubChem BioAssay.
# GC-A act: GC-A (human) enzyme activation; P16066; HEK293 GC-A cells, cGMP TR-FRET, EC30 ANP; 0% at EC30 ANP, 100% saturating ANP; activation, % at 10 µM; 370,000 compounds, 0.14% hits; AID 1671463; in the data active = activation above about 40%
# Target sequence (P16066 whole entry, looked up): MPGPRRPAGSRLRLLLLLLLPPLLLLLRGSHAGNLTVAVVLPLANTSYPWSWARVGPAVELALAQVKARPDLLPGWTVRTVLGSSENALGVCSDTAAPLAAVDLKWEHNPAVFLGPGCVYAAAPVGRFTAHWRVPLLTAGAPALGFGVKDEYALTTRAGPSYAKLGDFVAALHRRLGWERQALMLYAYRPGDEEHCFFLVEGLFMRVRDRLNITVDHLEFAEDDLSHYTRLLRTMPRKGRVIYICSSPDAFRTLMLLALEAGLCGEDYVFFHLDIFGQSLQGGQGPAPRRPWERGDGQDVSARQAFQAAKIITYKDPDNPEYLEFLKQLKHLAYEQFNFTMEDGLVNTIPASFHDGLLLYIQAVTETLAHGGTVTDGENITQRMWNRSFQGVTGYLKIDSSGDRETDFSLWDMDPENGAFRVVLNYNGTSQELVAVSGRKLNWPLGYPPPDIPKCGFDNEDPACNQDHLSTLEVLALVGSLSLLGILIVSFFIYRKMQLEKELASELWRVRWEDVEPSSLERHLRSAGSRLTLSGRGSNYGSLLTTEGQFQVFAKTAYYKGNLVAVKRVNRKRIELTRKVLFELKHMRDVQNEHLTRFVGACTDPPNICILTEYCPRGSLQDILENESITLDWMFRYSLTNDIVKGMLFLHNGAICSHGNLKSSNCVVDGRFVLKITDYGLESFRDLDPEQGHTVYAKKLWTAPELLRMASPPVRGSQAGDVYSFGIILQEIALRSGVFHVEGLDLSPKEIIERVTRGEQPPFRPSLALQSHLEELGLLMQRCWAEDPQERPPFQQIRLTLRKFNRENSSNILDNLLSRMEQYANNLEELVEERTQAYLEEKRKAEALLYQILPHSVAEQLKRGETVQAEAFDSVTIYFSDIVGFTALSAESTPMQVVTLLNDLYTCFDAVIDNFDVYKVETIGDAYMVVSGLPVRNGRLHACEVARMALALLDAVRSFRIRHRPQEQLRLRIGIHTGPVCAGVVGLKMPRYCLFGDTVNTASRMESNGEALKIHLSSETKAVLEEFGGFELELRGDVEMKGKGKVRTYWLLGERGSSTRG
# DAX1 inh-1: DAX1 (NR0B1) inhibition, primary screen; HEK293T StAR-luciferase reporter, SF-1/DAX-1 repression relief; inhibition, % at 6.8 µM; 370,000 compounds, 1.1% hits; AID 652010;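 active = inhibition above the mean over all tested compounds plus 3 SD, cut at about 3.6% in these data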;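 also: 0% = DAX-1 cells with DMSO and 100% = cells lacking DAX-1 with DMSO; higher inhibition means more luminescence from relief of DAX-1 repression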
# NPR2 activator: GC-B (human) receptor activation. 370,000 compounds, 0.11% hits. activation, % at 10 µM. HEK293-GC-B cells, CNP EC30, cGMP TR-FRET; 0% at EC30 CNP, 100% saturating CNP;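 active = activation at 10 µM reaching about 35% in either raw or pattern-adjusted values, limit read from the data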
# SMARCA2 act: increases SMARCA2 function in MMTV reporter cells; activation, % at 9.1 µM; AID 652017; MG213 cells, MMTV-luciferase reporter, dexamethasone, overnight; 370,000 compounds, 1% hits; in the data active = activation above about 7.8%;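 also: 0% = vehicle wells and 100% = reference activator wells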
# hcDAF-12 act: activates DAF-12 receptor from parasite H. contortus. activation, % at 6.8 µM. AID 652067. 370,000 compounds, 1.4% hits. HEK293 hcDAF-12 lit1-tk-luc reporter, luminescence; 0% DMSO, 100% Δ7-dafachronic acid;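 active = activation above the mean of all tested compounds plus 3 SD, cut at about 5.5% in these data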;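 also: 100% = response to 3 µM Δ7-dafachronic acid high control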
# sPLA2-III inh: Inhibits HGIII-sPLA2 liposome hydrolysis, primary screen. Q9NZ20. QFRET BODIPY PC-A2 liposome hydrolysis, fluorescence. inhibition, % at 12.2 µM. 370,000 compounds, 0.56% hits;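 active = inhibition above mean plus 3 SD of compounds lying within the high and low control bounds, cut at about 19% in these data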;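 also: 0% = median of test compound wells and 100% = no enzyme DMSO wells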
# ssDAF-12 act: activators of S. stercoralis DAF-12 nuclear receptor; HEK293 ssDAF-12/GRIP1 lit1-tk-luc reporter, luminescence; % of 3 µM dafachronic acid response; AID 652126; 370,000 compounds, 1% hits; activation, % at 6.8 µM;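 active = activation above the mean over all tested compounds plus 3 SD, cut at about 0.9% in these data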;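 also: 0% = DMSO-only wells and 100% = 3 µM delta7-dafachronic acid wells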
# hgDAF-12 ag: hgDAF-12 agonism, primary luciferase screen. HEK293 GAL4-hgDAF12 UAS-luciferase reporter, agonist luminescence; normalized to butyrate control. 370,000 compounds, 1.8% hits. AID 687014. activation, % at 6.8 µM;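 active = activation above a cutoff set at the mean of all screened compounds plus 3 SD, cut at about 10% in these data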;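 also: 0% = DMSO wells and 100% = sodium butyrate wells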
# DAX1 inh-2: inhibits human nuclear receptor DAX1; P51843; HEK293 Gal4-DAX1 luciferase reporter, luminescence; inhibition, % at 6.75 µM; 340,000 compounds, 0.99% hits; AID 504766;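 active = inhibition above the mean over all tested compounds plus 3 SD, cut at about 4.2% in these data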;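 also: 0% = DAX1-transfected cells with DMSO and 100% = empty-vector control cells with DMSO; inhibition shows as a rise in luminescence from relieved DAX1 repression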
# GAA850 FXN act: activators of GAA850 frataxin (FXN) promoter; HEK293 lucGAA850 FXN promoter luciferase reporter, 24 h; percent of 10 µM SAHA response; activation, % at 6 µM; 360,000 compounds, 0.56% hits; AID 540364;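 active = activation above the average of all compounds screened plus 3 SD, cutoff fixed separately per campaign, cut at about 7.5% in these data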;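 also: 0% = DMSO wells and 100% = 10 µM SAHA wells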
# ADAM10 inh: inhibitors of human ADAM10 | recombinant ADAM10, EDANS/DABCYL FRET peptide cleavage, 3 h | 370,000 compounds, 0.62% hits | O14672 | inhibition, % at 7 µM | AID 720582;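 active = inhibition above a per-campaign cutoff equal to the mean of compounds falling between control-based bounds plus 3 SD, cut at about 20% in these data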;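 also: 0% = DMSO wells while the 100% control is not disclosed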
# * marks the source's active call; other numbers are inactive results; i = inactive; . = no result given.
SMILES,GC-A act,DAX1 inh-1,NPR2 activator,SMARCA2 act,hcDAF-12 act,sPLA2-III inh,ssDAF-12 act,hgDAF-12 ag,DAX1 inh-2,GAA850 FXN act,ADAM10 inh
CCN1C(=O)[C@H]2[C@@H](c3ccc(C(F)(F)F)cc3)N[C@]3(CCCN(Cc4ccco4)C3=O)[C@H]2C1=O,4,0.6,3,0,-0.9,2,-0.8,-0.1,0.3,-1.7,-2
COc1ccc(C(=O)N2CCN(c3ncnc4c(-c5ccccc5)nsc34)CC2)cc1,4,-0.2,-4,-2,-1.8,6,-0.1,1.4,-0.3,-1.1,8
Nc1[nH]n(-c2ccccc2)c(=O)c1N=Nc1ccccc1[N+](=O)[O-],-5,1.4,-3,4,1.8,6,0.0,7.5,2.5,3.3,-2
CCOC(=O)C1=C(C)N(C)C(=O)NC1c1c(C)nn(-c2ccc(C)cc2)c1Cl (configuration not stated),9,-0.1,-2,0,-1.1,-6,-1.6,0.6,0.4,-0.7,6
O=C(O)C(Cc1ccc(O)c([N+](=O)[O-])c1)N1C(=O)c2ccccc2C1=O (configuration not stated),1,1.2,1,-1,-1.7,5,-0.9,2.3,-0.3,0.5,-11
CCOc1ccc(/C=C\c2nc(O)c([N+](=O)[O-])c(=O)[nH]2)cc1OCC,7,0.5,4,0,0.6,1,-1.1,1.4,-1.1,1.8,-10
COc1ccc(-n2nc([N+](=O)[O-])c(=NCCC3=CCCCC3)n2O)cc1,2,1.2,4,3,1.0,8,-1.8,6.9,-0.3,4.6,3
Cn1c(SCC(=O)NC2CC2)nnc1-c1cccc(NC(=O)c2ccccc2F)c1,0,0.0,-3,0,-1.6,-1,-0.6,0.1,0.9,-1.6,-4
O=C(CSCc1c(F)cccc1Cl)NCc1ccco1,4,0.1,5,-1,-1.0,-4,-1.6,2.0,-0.4,3.0,-3
CCc1ccccc1NC(=O)CSC1=C(C#N)C(c2ccc3c(c2)OCO3)C2=C(CCCC2=O)N1 (configuration not stated),-1,0.4,-3,-2,0.1,-1,-2.1,0.8,-0.8,0.0,1
Cc1cc(C)c2cc(C#N)c(N3CCCC3)nc2c1,-3,1.2,-2,1,-0.8,10,-0.1,-0.9,0.2,1.6,-475
CCNC(=O)CN1C(=O)NC(CCc2ccccc2)C1=O (configuration not stated),0,0.1,2,1,-0.8,2,-1.3,0.7,0.8,0.3,-1
COc1ccc(CCNC(=S)NC(=O)c2c(-c3ccccc3Cl)noc2C)cc1OC,0,-0.4,-6,-1,-2.0,-12,-1.4,-2.5,.,1.2,11
CSc1ccc(/C=N/n2c(Cc3ccc(Br)cc3)n[nH]c2=S)cc1,-4,1.1,-4,-4,0.1,-12,-1.0,3.3,-0.4,1.2,9
O=C(C[n+]1ccccc1)Nc1ccccc1[N+](=O)[O-],1,-0.1,3,-2,4.1,11,-0.2,-1.3,-0.9,1.0,-2
Cc1ccc(NC(=O)CN2C(=O)c3ccccc3C2=O)c(C)c1,6,-0.2,-3,-2,-0.4,2,-0.7,-0.1,1.2,3.4,-3
CSc1ccccc1NC(=O)CSc1cccc[n+]1[O-],-2,-0.3,4,-5,0.7,1,-0.9,-2.3,-0.1,1.6,-11
CC(C)Cc1nnc(NC(=O)CCNC(=O)c2ccccc2Cl)s1,-3,1.0,-7,9.2*,-0.8,1,-1.0,6.9,1.6,1.1,-7
O=C(c1ccccc1F)N1CCN=C1c1ccccc1,2,0.5,0,-4,1.0,5,-1.8,0.4,0.5,-1.9,2
CCOC(=O)c1ccc(NC(=O)c2ccc(CN3CCOCC3)cc2)cc1,8,-3.2,-7,-5,-3.2,2,-2.2,-5.7,-3.8,-3.4,-4
CN1CCN(c2ncc3c(n2)CC(c2ccccc2F)CC3=O)CC1 (configuration not stated),-2,-0.6,-8,-5,-1.8,-14,-1.0,-2.0,-0.3,0.0,10
Cc1cccc(OP(=O)(Nc2c(C)n(C)n(-c3ccccc3)c2=O)Oc2cccc(C)c2)c1,-5,-0.7,-4,0,0.0,-7,-1.6,-1.3,3.7,-2.1,4
O=C(CCC(=O)N1CCOc2ccccc21)NCCCc1ccccc1,2,1.6,0,0,-1.7,0,-0.6,1.7,0.7,-1.4,-11
COc1ccccc1C(=O)N1CCN(c2ccccn2)CC1,0,0.2,3,-2,-2.5,12,-1.8,-0.3,-1.0,0.7,-35
CC(=O)N1c2ccc(S(=O)(=O)NCC3CCC(C(=O)Nc4cc(C)ccn4)CC3)cc2CC1C (configuration not stated),-4,-0.8,-1,-7,-5.3,-5,-2.0,-0.1,-1.4,1.9,-6
# (next part)
SMILES,GC-A act,DAX1 inh-1,NPR2 activator,SMARCA2 act,hcDAF-12 act,sPLA2-III inh,ssDAF-12 act,hgDAF-12 ag,DAX1 inh-2,GAA850 FXN act,ADAM10 inh
COc1cc(O)c(C(CC(=O)N2CCCC2)c2cc(OC)c(OC)c(OC)c2)c(OC)c1 (configuration not stated),0,-0.3,-2,1,-1.4,-1,-1.3,-1.2,1.7,-1.3,3
O=S(=O)(CCOc1ccccc1)c1nc2ccccc2[nH]1,-6,-0.8,4,3,-1.6,-2,-1.3,0.7,-0.3,-2.1,-4
Cc1cc(=O)c2c([nH]1)c(C)cc1[nH]c(C)c(C)c12,-2,-0.6,3,-2,-0.2,8,-1.3,-0.2,0.4,-0.5,i
Cn1c(=N)n(CC(O)c2ccccc2)c2ccccc21 (configuration not stated),-4,1.2,-4,5,6.3*,3,0.5,6.2,1.4,2.4,-8
COc1cccc(CN(C)C(=O)c2cc(S(=O)(=O)NC3CCCCC3)ccc2C)c1,-9,-1.6,-1,-2,1.0,-14,-1.2,2.3,-0.5,-1.3,0
CC1CC(C)CN(C(=O)CN2C(=O)NC(c3ccccc3)(c3ccccc3)C2=O)C1 (configuration not stated),-5,0.4,1,-1,-0.4,1,-1.1,-0.8,-0.5,-1.2,1
COC(=O)C1=C(C)N(Cc2ccc(C(F)(F)F)cc2)C(=NCc2ccccc2C(F)(F)F)NC1c1ccccc1 (configuration not stated),-14,0.2,-15,-2,-0.5,-7,-1.0,-1.6,.,.,1
CC1=C(C(=O)N(C(C)C)C(C)C)CC(CC(=O)NCc2cccc3ccccc23)C(=O)N1CCCN1CCCC1=O (configuration not stated),2,0.4,-4,-2,0.7,2,-1.4,-1.8,.,.,-6
COc1ccc(NC(C)=O)cc1NC(C)C(=O)Nc1ccc(S(=O)(=O)N2CCCCC2)cc1 (configuration not stated),-2,1.6,1,-1,0.2,-7,-1.2,2.1,0.4,1.9,-5
O=C(COC(=O)c1ccc2ccccc2n1)Nc1ncc(C(F)(F)F)cc1Cl,0,-0.4,4,0,4.8,0,0.6,2.3,0.1,-2.0,-9
CC1CCN(C(=O)c2[nH]cnc2C(=O)N[C@@H](Cc2ccccc2)C(=O)OC(C)(C)C)CC1,-2,0.1,5,-1,-2.1,-14,-1.2,0.7,1.6,1.2,4
COc1cccc(CN2CCC(C)(Oc3cccc(Cl)c3)C2)c1OC (configuration not stated),-7,0.0,-3,1,0.4,5,-0.4,-0.1,.,-2.5,-12
COc1cccc(NC(=O)CSc2nc3ccccc3c(=O)n2C)c1,1,-0.9,-5,-2,-3.2,0,-2.0,-6.8,-3.0,-1.0,6
CNc1nc(Oc2ccccc2C(=O)OC)nc(SC)n1,5,-1.0,1,-2,-1.3,3,-1.3,-1.2,0.7,-2.3,2
COC(=O)CSc1nnc(-c2sc3ccccc3c2Cl)o1,2,-0.8,-2,-6,-0.3,-3,-1.4,-1.3,-0.8,-2.3,-7
O=C(Nc1ccccc1C(=O)NCCN1CCOCC1)c1ccc(Cl)cc1Cl,0,-0.3,0,0,3.1,-2,-1.0,2.4,-0.7,-0.2,0
C=CCn1c(N)c(C(=O)NCc2cccnc2)sc1=S,5,-0.8,5,-3,-0.8,4,-0.8,-2.3,-0.3,-0.6,5
Clc1ccc(C=NN2CCCCCC2)c(Cl)c1,-3,0.9,-5,1,0.0,-1,-0.7,0.2,-1.0,3.3,4
CC(C)c1ccc(/C=C2\SC(=O)N(CC(=O)NC3C=CS(=O)(=O)C3)C2=O)cc1 (configuration not stated),11,-7.3,0,-2,-2.4,0,-1.5,-1.4,-0.8,4.8,-6
CCn1cc([N+](=O)[O-])c(C(=O)NCc2ccc3c(c2)OCO3)n1,3,0.0,-4,-2,1.4,-3,-1.1,-0.3,4.9*,-1.1,7
COCCCNC(=O)c1ccc(-n2nc(C(F)(F)F)cc2-c2cccs2)cc1,2,-0.6,1,-2,-2.6,4,-1.4,0.0,1.2,0.2,7
COc1ccc(CN(C(=O)/C=C/c2ccco2)C2CCS(=O)(=O)C2)cc1OC (configuration not stated),0,-0.3,-1,-3,-0.7,-3,-1.1,1.8,0.8,2.4,6
COCCn1c(=S)[nH]c2cc(C(=O)NC3CCCCC3C)ccc2c1=O (configuration not stated),1,0.3,0,-5,-0.3,4,-0.7,-3.9,0.2,0.2,-13
O=C(COC(=O)c1cccs1)Nc1cccc(S(=O)(=O)N2CCCCC2)c1,2,0.5,3,-1,-0.4,-22,-0.6,1.1,-0.5,1.8,0
Cc1cccc(C(=O)N2CCCC(N3CCN(c4ccc(F)cc4)CC3)C2)n1 (configuration not stated),0,0.1,0,-6,-2.2,2,-1.1,2.2,-0.8,-1.4,4

# Single records (already shown):
# O=C(CSCc1c(F)cccc1Cl)NCc1ccco1 across the screens: GC-A act: 4; DAX1 inh-1: 0.1; NPR2 activator: 5; SMARCA2 act: -1; hcDAF-12 act: -1.0; sPLA2-III inh: -4; ssDAF-12 act: -1.6; hgDAF-12 ag: 2.0; DAX1 inh-2: -0.4; GAA850 FXN act: 3.0; ADAM10 inh: -3
# C=CCn1c(N)c(C(=O)NCc2cccnc2)sc1=S across the screens: GC-A act: 5; DAX1 inh-1: -0.8; NPR2 activator: 5; SMARCA2 act: -3; hcDAF-12 act: -0.8; sPLA2-III inh: 4; ssDAF-12 act: -0.8; hgDAF-12 ag: -2.3; DAX1 inh-2: -0.3; GAA850 FXN act: -0.6; ADAM10 inh: 5

# Next section.
SMILES,GC-A act,DAX1 inh-1,NPR2 activator,SMARCA2 act,hcDAF-12 act,sPLA2-III inh,ssDAF-12 act,hgDAF-12 ag,DAX1 inh-2,GAA850 FXN act,ADAM10 inh
COc1ccc(C(=O)NC(CC(C)C)C(=O)O)cc1OC (configuration not stated),5,-0.3,12,-1,0.4,0,-1.2,2.3,1.8,-1.3,0
Cc1ccc(C(=O)COC(=O)CCS(=O)(=O)c2ccccc2)cc1[N+](=O)[O-],-1,-0.8,-4,-3,-0.5,8,-1.3,0.0,-1.0,0.4,-11
O=C(NS(=O)(=O)c1ccc2ccc(S(=O)(=O)NCCSc3ccccc3)cc2c1)c1cccc2ccccc12,0,1.2,-3,-3,-1.9,-113,-0.5,1.8,.,.,7
Cc1ccccc1C1C(C#N)=C(N)N(N(C)C)C2=C1C(=O)CC(C)(C)C2 (configuration not stated),-1,-0.4,3,-2,-2.1,3,-0.9,-2.1,-0.5,-1.7,-9
O=C(NC(=S)Nc1cccc(O)c1)C1CCCCC1,3,2.4,3,8.2*,0.6,-5,-0.4,8.9,2.8,3.6,-6
Cc1cccc(OCC(=O)NCC(C)(C)N2CCOCC2)c1,-1,-0.1,-5,-1,0.9,0,-1.4,-1.2,-0.4,0.1,-1
